PriA SSB inh – inhibitors of Klebsiella pneumoniae PriA binding to SSB C-terminal tail. AlphaScreen SSBct-PriA binding, biotinylated peptide. 430,000 tested, 0.6% active. inhibition, % at 33 µM; in the data active means inhibition mostly above about 37%, no sharp cut-off; inactive means mostly below about 20%;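 further: plate controls were negative control peptide for no effect and reference peptide for full effect; strong numbers were not always called active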
An asterisk follows results filed as active; & = joins results of further samples. Only part of the results is shown (hit frequency here may not be typical).

Structure	PriA SSB inh
CC1CCCCN1S(=O)(=O)c1ccc(C(=O)Nc2nc3c(s2)C(=O)CC(C)(C)C3)cc1 (stereo not drawn)	11
Cc1nc(-c2ccccc2Cl)sc1CNC(=O)[C@H]1CC(=O)N(c2cccc(F)c2)C1	-3
Cc1ccc2sc(N(CCCn3ccnc3)C(=O)c3ccco3)nc2c1C	88*
CCSc1cccc(C(=O)Nc2sc3c(c2C#N)CCN(C(C)=O)C3)c1	6
O=C(CSc1nnnn1-c1cccc2ccccc12)Nc1ccccc1Cl	3
Cc1ccc(C(C)C)c(OCCn2c3ccccc3c3nc4ccccc4nc32)c1	-11
Cn1nc(CNC(=O)c2ccc3nsnc3c2)cc1-c1cccs1	17
CCOC(=O)c1c(NC(=O)c2cc(C)no2)sc2c1CCN(Cc1ccccc1)C2	-35&-21
COc1ccc(CC(C)=NNC(=S)Nc2ccc(Cl)cc2)cc1	3
Cc1c(C(=O)Nc2ccccc2-c2cn3ccsc3n2)cnn1-c1ccccc1	-6
COc1cccc(CNC(=O)Cn2nc(-c3ccc(F)cc3)ccc2=O)c1	5
O=C(C[n+]1cccc(C=NO)c1)N1CCCCCC1	8
CCOCC(=O)Nc1ccc2c(c1)OCC(C)(C)C(=O)N2	13
O=C(Nc1ccccc1C(F)(F)F)N1CCCCC(c2ccc(F)cc2)C1 (stereo not drawn)	-21
CCOc1ccc(S(=O)(=O)N2CCCCCC2)cc1C(C)(C)C	8
O=C(NCC[C@H](O)c1ccccc1)c1ccsc1	-7
CN(C)C[C@H]1CSCCCN1S(=O)(=O)c1ccccc1F	3
O=C(c1cccc(Br)c1)N1CCS[C@H](c2ccccc2)CC1	2
COc1cc2nc(NC(=O)c3nc4ccccc4s3)sc2cc1OC	-9
O=C(c1ccccc1)c1ccc2c3c(cccc13)C(=O)N(c1ccc(N=Nc3ccccc3)cc1)C2=O	-5
Cc1nnc(CNC(=O)Cc2sc(-c3ccccc3)nc2C)o1	1
COc1ccc2c(C)c(CCC(=O)N3CC4C[C@H](C3)Cn3c4cccc3=O)c(=O)oc2c1	-2
O=C(NCC(c1cccc2ccccc12)N1CCOCC1)c1ccc(F)cc1 (stereo not drawn)	6
O=C(NCC(O)C1CCCCC1)C(=O)Nc1ccc2c(c1)OCCO2 (stereo not drawn)	-17
Cc1csc(NC(=O)CN2CCN(Cc3nc(C(C)(C)C)cs3)CC2)n1	8

Quoted from the listing.
Value of Cc1ccc2sc(N(CCCn3ccnc3)C(=O)c3ccco3)nc2c1C in PriA SSB inh: 88*
Value of CCSc1cccc(C(=O)Nc2sc3c(c2C#N)CCN(C(C)=O)C3)c1 in PriA SSB inh: 6
Value of CCOC(=O)c1c(NC(=O)c2cc(C)no2)sc2c1CCN(Cc1ccccc1)C2 in PriA SSB inh: -35&-21
Value of CCOCC(=O)Nc1ccc2c(c1)OCC(C)(C)C(=O)N2 in PriA SSB inh: 13
Value of COc1cc2nc(NC(=O)c3nc4ccccc4s3)sc2cc1OC in PriA SSB inh: -9
Value of COc1ccc2c(C)c(CCC(=O)N3CC4C[C@H](C3)Cn3c4cccc3=O)c(=O)oc2c1 in PriA SSB inh: -2
Value of Cc1c(C(=O)Nc2ccccc2-c2cn3ccsc3n2)cnn1-c1ccccc1 in PriA SSB inh: -6

Next section:
Structure	PriA SSB inh
O=C(NCc1ccsc1)c1ccccc1Cl	-3&-2
CSc1nnc(C)c(=O)n1COC(=O)c1cc([N+](=O)[O-])ccc1Cl	8
Cn1cccc1C(O)CNC(=O)CCc1ccc(C(F)(F)F)cc1 (stereo not drawn)	-7
O=C(Nc1ccc(-c2csc(-c3ccccc3)n2)cc1)c1cccs1	1
NC(=NOCC(=O)Nc1ccccc1)c1nonc1N	-13
COc1cc(C=NN2CCCCC2)cc(OC)c1O	9
O=C(NCCS(=O)c1c(-c2ccc(F)cc2)[nH]c2ccccc12)C(=O)c1c[nH]c2ccccc12 (stereo not drawn)	22
Cc1cc(NC(=O)C(NC(=O)c2ccc(F)cc2)C23CC4CC(CC(C4)C2)C3)no1 (stereo not drawn)	0
COc1nccnc1O[C@H]1CCN(C(=O)c2sc(C)nc2C)C1	-5
O=C(CSc1nc2ccsc2c(=O)n1CCO)N1CCCC1	-16
FC(F)Oc1ccccc1C=NNc1nc2ccccc2o1	-5
Cc1ccc(S(=O)(=O)Nc2ccc3c(c2)OCC(C)(C)C(=O)N3)s1	5
O=C(Cc1ccc(F)cc1)NC[C@H]1CCCN1c1ccccc1	11
Cc1nnsc1C(=O)NCc1cc(-c2ccc3c(c2)CC(C)O3)on1 (stereo not drawn)	3
O=C(Nc1ccc2c(c1)CCCN2C(=O)C1CC1)c1ccc(Br)o1	-15
O=C(NCCn1nc(-c2ccc(F)cc2)ccc1=O)NC1CCCCC1	-6
COc1cc(NC(=O)CSc2ccc(NC(=O)C3CC3)nn2)cc(OC)c1	-3
CCOC(=O)c1ccc(NC(=O)C2=Cc3cc(Br)ccc3OC=C2)cc1	10
CCc1ccc(S(=O)(=O)N2CCC3(CCc4ccccc4O3)CC2)cc1	-5
COc1ccc(CCNC(=O)Cn2ncn3nc(-c4ccccc4)cc3c2=O)cc1OC	-6
Cc1ccc(-c2n[nH]c(=S)n2N=C/C=C/c2ccccc2[N+](=O)[O-])cc1	0
CCOC(=O)c1c(NC(=O)c2cc(-c3ccc(OCC)cc3)on2)sc2c1CCCC2	-2&0
CCCCOC(=O)NN=C/C=C/c1ccccc1	11
COC(=O)c1ccc(NC(=O)CCc2csc(NC(=O)c3cccs3)n2)cc1	-11
CCOc1ccc(CC(=O)Nc2nc(-c3ccccc3)c(C(C)=O)s2)cc1	8

Continuation.
Structure	PriA SSB inh
CC(=O)Nc1ccc(S(=O)(=O)NCC[C@H](O)c2cc3ccccc3o2)cc1	-3
O=C([C@@H]1CC=CCC1)N(CCc1cccs1)Cc1cccnc1	-8
CCn1nc(C(=O)N(CC2CCCO2)c2nc3c(C)c(Cl)ccc3s2)cc1C (stereo not drawn)	-15
O=C(CN1CCC(c2nnc(-c3ccsc3)o2)CC1)NC1CC1	-4
Cc1ccsc1C=NNC(=O)CNC(=O)c1c(F)cccc1Cl	-6
COc1cc(C(=O)Nc2nnc(-c3cccs3)o2)cc(OC)c1OC	-4
O=S(=O)(c1cccnc1)N1CCN(C[C@H](O)c2ccco2)CC1	-3
O=C(Nc1nc2ccc(F)cc2s1)C1CCCN(S(=O)(=O)c2ccc(Cl)s2)C1 (stereo not drawn)	-7
O=C(NCCn1nc(-c2cccnc2)n(C2CC2)c1=O)c1ccsc1	-9
CCOC(=O)c1c(-c2ccc(Cl)cc2)csc1NC1=NS(=O)(=O)c2ccccc21	-12&0
CC(=O)c1cccc(NC(=O)CSc2nnc3ccc4ccccc4n23)c1	-1
CCc1ccc(S(=O)(=O)N2CCN(c3ccc4nncn4n3)CC2)s1	-6
COCCN1CCC(C(N)=O)CC1	23
O=C(c1ccc2c(c1)OCCO2)N1CC(Oc2nc3c(Cl)cccc3s2)C1	2
COc1ccc(-n2c(N)c(C(=O)NCc3ccc4c(c3)OCO4)sc2=S)c(OC)c1	27
Cc1nnc2sc(SCC(=O)c3ccccc3)nn2c1=O	-18&-4
CC(=NNC(=O)CNC(=O)c1ccncc1)c1ccc(C)cc1	-10
COC(=O)C(C)Oc1ccc2c(c1)O/C(=C\C=C\c1ccccc1OC)C2=O (stereo not drawn)	0
CCOC(=O)c1ccc(NC(=O)Cn2c(C)cc(=O)c3cccc(C)c32)cc1	-4&-4
N#Cc1nc(/C=C/c2cccs2)oc1N1CCN(C(=O)c2ccco2)CC1	13
COc1ccccc1C1SCCN1S(=O)(=O)c1ccc2cccc3c2c1CC3 (stereo not drawn)	-4
CCOC(=O)C(=Cc1ccc(-c2ccccc2[N+](=O)[O-])o1)C(=O)OCC	13
COC(CNS(=O)(=O)c1cccc2nsnc12)c1ccc(Cl)s1 (stereo not drawn)	1
CC(C)Sc1ccc(CC(=O)N2CCC[C@H](Cc3nc(-c4ccsc4)no3)C2)cc1	-3
O=C(COc1ccc(F)cc1)NCCn1ncc2c(=O)n(Cc3ccc([N+](=O)[O-])cc3)cnc21	2

Further compounds
Structure	PriA SSB inh
O=C(C1=C(C(F)(F)F)Nc2ncnn2C1c1ccc(Cl)cc1)c1cccs1 (stereo not drawn)	-12
Cc1ccc(C=NNC(=O)CNC(=O)Cc2ccccc2)o1	2
Cc1ccc(S(=O)(=O)Nc2ccc(C(=O)COC(=O)c3ccc(C)o3)cc2)cc1	-6&11
O=C(Cc1cccs1)N1CCN(C(=O)c2cnn3ccccc23)CC1	-8
O=C(NCc1cnn2ccccc12)c1ccc(Cn2ccnc2)cc1	-21
Cn1c(CN2CCN(CC(=O)Nc3ccc4c(c3)OCO4)CC2)nc2ccccc21	-2
COc1ccc(C)cc1S(=O)(=O)NCCN1CCN(S(=O)(=O)c2cc(C)ccc2OC)CC1	-11
O=C(Cn1nc2ccc(SC3CCCCC3)nn2c1=O)Nc1ccc(F)c(F)c1	-6&5
Cc1ccc2c(c1)sc(=NC(=O)c1ccc([N+](=O)[O-])o1)n2C	7
O=C(NCCC(O)c1ccoc1)NCc1ccc(Cl)cc1 (stereo not drawn)	-4
COC(=O)C1CC(Oc2ccccc2F)CN1C(=O)Nc1ccc(OC)cc1OC (stereo not drawn)	-1
O=C1OC2(CCN(C(=O)CCS(=O)(=O)c3ccccc3)CC2)c2ccccc21	0
O=c1c2c3c(nn2cnn1CC1COc2ccccc2O1)CCCC3 (stereo not drawn)	-20
O=C(c1ccccc1Br)N1CCC(n2c(=O)[nH]c3ccc(F)cc3c2=O)CC1	4
N#Cc1cccc(C(=O)NCC#CCOc2ccccc2C(N)=O)c1	-1
CCCCOc1ccc(NC(=O)N(Cc2cccs2)Cc2cccn2C)cc1	3
O=C(Cn1nc(C2CC2)c2cnn(-c3ccc(F)cc3)c2c1=O)Nc1ccc(Cl)cc1	-1
CN(C)c1ccc(CCCNC(=O)COc2ccc(Cl)cc2Cl)cc1	32
CCOc1ccccc1C(=O)Nn1cnc2c(cnn2C(C)(C)C)c1=O	-3
Cn1nc([C@H]2CCCN(S(=O)(=O)Cc3cccc(F)c3)C2)n(-c2ccccc2)c1=O	-8
CN(C)[C@@H](CNC(=O)C1(c2ccccc2)CCOCC1)c1cccs1	-14
CC(=NNC(=O)Cc1cccn1C)c1ccco1	4
N#C/C(C(=O)NCc1ccccc1)=C1/N=C(NC(=O)c2cccnc2)c2ccccc21	-1
COc1ccc(C2(CNC(=O)Nc3cccs3)CCCC2)cc1	3
COC(=O)C1=Nc2ccccc2C1=Cc1c(O)n(-c2ccc(Br)cc2)c(=O)[nH]c1=O	-6

By substructure: the compounds so far with an NH in an aromatic ring.
Structure	PriA SSB inh
O=C(NCCS(=O)c1c(-c2ccc(F)cc2)[nH]c2ccccc12)C(=O)c1c[nH]c2ccccc12 (stereo not drawn)	22
Cc1ccc(-c2n[nH]c(=S)n2N=C/C=C/c2ccccc2[N+](=O)[O-])cc1	0
O=C(c1ccccc1Br)N1CCC(n2c(=O)[nH]c3ccc(F)cc3c2=O)CC1	4
COC(=O)C1=Nc2ccccc2C1=Cc1c(O)n(-c2ccc(Br)cc2)c(=O)[nH]c1=O	-6

Additional structures follow:
Structure	PriA SSB inh
C=CCn1c(O)c(C=NN2CCCCC2c2cccnc2)c(=O)[nH]c1=S (stereo not drawn)	-8
O=[N+]([O-])c1ccc(O)c(C=NNc2ccccn2)c1	5
CC(=O)C(=NNc1ccc(C)cc1)Sc1nnc(CCc2ccccc2)n1-c1ccccc1	-6
CCn1ncc(C=NNC(=O)COc2cc(C)cc(C)c2)c1C	1
Cc1cccc(OCC(=O)NCCc2ccc(N3CCCC3)cc2)c1	-19
C(=Nn1cnnc1)c1ccccn1	-2
Cc1nc(Oc2ccccc2)nc(C)c1NC(=O)Nc1cccc(C(F)(F)F)c1	-10
Cc1cccc(NC(=S)NN=Cc2ccc(Cl)c([N+](=O)[O-])c2)c1	-2
CCOc1ccccc1NC=CC(=O)C(C)(C)C	-7
CC[C@@H](C(=O)N1CC(c2nc(Cc3ccccc3OC)no2)C1)c1ccccc1	-10
CC(=O)Nc1cccc(NC(=O)CC2CCCCN2S(=O)(=O)c2cccs2)c1 (stereo not drawn)	29
Cc1ccc(NC(=O)CC2SC(=Nc3nccs3)N(C)C2=O)cc1C (stereo not drawn)	-28
Cc1cc(NC(=O)c2ccc(S(=O)(=O)N3CCc4ccccc4C3)cc2)n(C(C)C)n1	4
COc1ccccc1OCC(=O)N1CCC(c2cccs2)CC1	-2
CS(=O)(=O)NCCn1ncc2c(N3CCCC3)ncnc21	-5
O=C(NCCc1csc(-c2cccc(F)c2)n1)C1CCCCC1	-10
Cc1nc(-c2ccc(S(=O)(=O)N3CCN(C(=O)c4ccco4)CC3)s2)cs1	6
CCOc1ccc(-n2nnnc2SCC(=O)Nc2cccc(C(C)=O)c2)cc1	-8
Cc1ccc(NC(=O)C(C)(C)CCl)cc1N1CCCCC1=O	-17
O=C(c1ccco1)N1CCc2ccc(NS(=O)(=O)c3cccc(Cl)c3)cc2C1	0
O=C(O)CCc1ccc(Cl)c(C(F)(F)F)c1	-20
CCc1cccc(NC(=O)CSc2nc3c(-c4ccccc4)csc3c(=O)n2C)c1	-7
CCOCC(=O)NCCn1ncc2c(=O)n(Cc3ccccc3F)cnc21	-2
CN(C)c1ccc(C=NNC(=O)Cn2nnc3ccccc32)cc1	3
CCn1ccc(C(=O)N2CCN(c3nc4c(Cl)cccc4s3)CC2)n1	-5

(next part)
Structure	PriA SSB inh
Cc1ccccc1C=NNc1ccnc2cc(Cl)ccc12	3
Cc1nc(-c2cccc(NC(=O)C3CN(C(=O)COc4ccccc4F)C3)c2)cs1	-11
Cc1ccc(C(CNC(=O)CC(C)(C)C)OCCO)cc1 (stereo not drawn)	-9
COc1ccc(C)cc1NC(=O)Cn1c(C)nc2c(sc3ccccc32)c1=O	-11
O=C(NCCn1ncc2c(N3CCN(c4ccc(F)cc4)CC3)ncnc21)c1cccc(Cl)c1	-4
CCCC(=O)OCc1cnc(C)c2oc(=O)c(C(=O)Nc3cccc(C)c3)cc12	18

Screening results: PubChem BioAssay, Small Molecule Screening Facility, UW Madison
